SIRT5 block: inhibitors of human sirtuin-5 desuccinylase | Q9NXA8 | 330,000 tested, 1.1% active | inhibition, % at 15 µM | Purified SirT5, succinyl-peptide AMC, trypsin-coupled fluorescence; in the data active means inhibition above about 15%; inconclusive means no clear call, values can overlap the other calls
Target sequence (Q9NXA8 whole entry, looked up): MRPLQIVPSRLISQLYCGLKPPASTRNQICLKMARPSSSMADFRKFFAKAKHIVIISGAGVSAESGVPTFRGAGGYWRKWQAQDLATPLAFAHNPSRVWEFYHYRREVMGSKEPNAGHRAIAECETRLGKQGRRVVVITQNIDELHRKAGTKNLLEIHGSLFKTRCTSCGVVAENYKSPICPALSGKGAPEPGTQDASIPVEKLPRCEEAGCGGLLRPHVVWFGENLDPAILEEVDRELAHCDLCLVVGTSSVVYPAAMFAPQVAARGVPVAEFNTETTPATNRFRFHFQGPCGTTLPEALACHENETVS
DENV2 CPE rescue: DENV2-induced cell death inhibition; DENV2-infected cells, cytopathic effect rescue, plate reader; CPE inhibition, % at 9.99 µM; 350,000 tested, 1.7% active; AID 651640; in the data active means CPE inhibition above about 20%, passing the limit was not always enough; inconclusive means no clear call, values can overlap the other calls; tested in BHK-21 cells;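 further: 0% = median of neutral control wells and 100% = median of positive control wells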
CASP6 VEID inh: blocks human caspase-6 cleavage activity | P55212 | purified caspase-6, Z-VEID-R110 cleavage fluorescence | inhibition, % at 12.5 µM | 350,000 tested, 0.53% active;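 active means mean inhibition across replicates at least about 35%, with every replicate also reaching that limit, limit read from the data; inconclusive means only one of the two criteria met; inactive means neither criterion met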;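 further: 0% = median of neutral control wells and 100% = no fluorescence left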
Target sequence (P55212 24-179 limits assumed): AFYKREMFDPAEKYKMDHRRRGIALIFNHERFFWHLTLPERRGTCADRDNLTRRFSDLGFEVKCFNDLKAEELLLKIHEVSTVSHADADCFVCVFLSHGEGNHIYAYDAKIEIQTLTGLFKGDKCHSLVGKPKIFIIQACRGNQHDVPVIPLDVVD
Target sequence (P55212 194-293 limits assumed): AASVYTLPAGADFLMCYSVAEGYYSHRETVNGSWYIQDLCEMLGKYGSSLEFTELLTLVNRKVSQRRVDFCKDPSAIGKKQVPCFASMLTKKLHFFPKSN
LGR2 antag: blocks bursicon-induced cAMP signaling via Drosophila LGR2; HEK293 LGR2, CRE-luciferase, bursicon-stimulated, 4 h; inhibition, % at 9.99 µM; 380,000 tested, 0.35% active; AID 720647;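 active means drop in luminescence signal, shown as inhibition above about 50% in the replicate tests, limit read from the data, passing the limit was not always enough; inconclusive means probably only some replicates passing the limit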;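 further: agonist challenge used bursicon conditioned medium at about half maximal strength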
EWS-Fli inh: inhibitors of EWS/Fli oncoprotein transcriptional activity; A673 NR0B1-luciferase reporter, viability-normalised; inhibition, % at 12.6 µM; 350,000 tested, 0.67% active; AID 651661;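 active means mean inhibition of at least 50% after viability correction, with every replicate also passing that limit; inconclusive means mean reaches 50% but only one of two replicates passes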;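 further: firefly luciferase signal divided by Alamar Blue viability fluorescence both relative to DMSO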
ARNT-TACC3 inh: ARNT/TACC3 interaction disruption | Q9Y6A5 | AlphaScreen His-ARNT PAS-B/GST-TACC3 binding, luminescence; TACC3 fragment carries E629A point mutation | inhibition, % at 9.99 µM | 390,000 tested, 0.66% active | AID 623870;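 active means mean inhibition of replicates at least 50% and at least half of replicates each reaching 50%; inconclusive means half or more replicates reach 50% but mean below 50%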;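 further: 0% = complete ARNT plus TACC3 wells and 100% = ARNT alone without TACC3; many hits fall short of the cut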
PAX8 inh HTS: lowers PAX8-driven luciferase in RMG-I cells; RMG-I TPO-luciferase reporter, SteadyGlo, 24 h; 360,000 tested, 1.2% active; AID 652154; inhibition, % at 12.6 µM;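 active means mean replicate inhibition at least 60% with every replicate also reaching 60%; inconclusive means only one of the two criteria is met; inactive means mean below 60% and not all replicates reaching 60%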;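 further: luciferase light reporting Pax8 driven TPO promoter activity; plate controls were median of neutral control wells for no effect and mitoxantrone controls for full effect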
Starred values were filed as active, the others as inactive; ? = inconclusive; · = no result given. An unsorted share of the library, and some 4.9% of all compounds hit somewhere here.

Preview, four compounds:
SMILES	SIRT5 block	DENV2 CPE rescue	CASP6 VEID inh	LGR2 antag	EWS-Fli inh	ARNT-TACC3 inh	PAX8 inh HTS
CC1(C)C(C=C(Cl)Cl)C1C(=O)N(Cc1ccc(Cl)cc1)C1CCS(=O)(=O)C1 (stereo not given)	-1	-4	1	7	6	-4	31
C[C@H](CO)N1C[C@H](C)[C@@H](CN(C)Cc2ccccc2)Oc2ccc(NS(=O)(=O)c3cn(C)cn3)cc2C1=O	8	-9	-3	-5	-8	-18	10
Fc1ccccc1C1c2[nH]c3ccccc3c2CCN1Cc1ccoc1 (stereo not given)	-1	?	-3	14	22	·	31
O=C(NCc1ccco1)/C(=C/c1cccc(C(F)(F)F)c1)c1nc2ccccc2[nH]1	·	·	·	-11	·	-11	-8

All compounds of this part, from the first entry:
SMILES	SIRT5 block	DENV2 CPE rescue	CASP6 VEID inh	LGR2 antag	EWS-Fli inh	ARNT-TACC3 inh	PAX8 inh HTS
CC1(C)C(C=C(Cl)Cl)C1C(=O)N(Cc1ccc(Cl)cc1)C1CCS(=O)(=O)C1 (stereo not given)	-1	-4	1	7	6	-4	31
C[C@H](CO)N1C[C@H](C)[C@@H](CN(C)Cc2ccccc2)Oc2ccc(NS(=O)(=O)c3cn(C)cn3)cc2C1=O	8	-9	-3	-5	-8	-18	10
Fc1ccccc1C1c2[nH]c3ccccc3c2CCN1Cc1ccoc1 (stereo not given)	-1	?	-3	14	22	·	31
O=C(NCc1ccco1)/C(=C/c1cccc(C(F)(F)F)c1)c1nc2ccccc2[nH]1	·	·	·	-11	·	-11	-8
O=C(Cc1cccc(NC(=O)C2CCN(C(=O)C3CC3)CC2)c1)Nc1cccc(C(=O)N2CCOCC2)c1	-1	5	0	-10	-18	-3	6
O=C(CSc1nc(-c2ccccc2)ns1)N1CCOCC1	0	7	-1	-24	-88	-6	-103
C[C@@H]1CN([C@H](C)CO)C(=O)c2cc(C#C[C@@H](C)O)cnc2O[C@H]1CN(C)C(=O)Cc1ccncc1	1	2	-1	7	-14	6	-3
COc1cccc(NS(=O)(=O)c2c(C)nc3sccn3c2=O)c1	3	-7	1	-24	-2	-5	1
Cc1cc(-c2cccc([N+](=O)[O-])c2)nc2ccccc12	-7	-3	0	-31	-11	-8	-3
CC(=O)COc1cc(C)cc2oc(=O)cc(-c3ccccc3)c12	2	-5	-3	-12	6	-15	5
Cc1cc(C(=O)Nc2cc(C(C)(C)C)on2)c(C)o1	-8	-4	-2	·	-138	-3	-107
O=C(COC(=O)Cc1cccs1)Nc1ccc(OC(F)(F)F)cc1	-1	9	18	-1	8	-6	12
C[C@H]1CN([C@@H](C)CO)C(=O)c2cc(-c3ccncc3)cnc2O[C@@H]1CN(C)Cc1ccc(F)cc1	5	-4	0	-7	-11	2	·
CC[C@@]1(C(=O)OC)N[C@H](CN(C)S(=O)(=O)c2ccc(OC(F)(F)F)cc2)[C@@H]2C(=O)N(C)C(=O)[C@@H]21	1	14	7	7	-3	-2	-8
CC1=C(C)CC(C(=O)N2CCN(Cc3ccc4c(c3)OCO4)CC2)C(C(=O)O)C1 (stereo not given)	-1	·	-1	25	3	·	6
C[C@H](O)C#Cc1ccc([C@@H]2[C@H]3CN(S(=O)(=O)c4ccccc4)CCCCN3[C@H]2CO)cc1	-1	1	-4	·	2	-2	-10
CCCC(=O)NC(C)c1nc2ccccc2n1C(C)C (stereo not given)	0	-5	-2	4	-4	0	3
Cc1cc2c(c(SCC(N)=O)n1)C(=O)OC2	-3	-3	1	4	6	-3	4
CCOC(=O)c1c(/N=C/N(C)C)sc(C)c1C	2	-6	1	-3	-11	-2	0
CCCC(=O)Nc1ccc2c(c1)nc1n2CCN(C2CCCCC2)C1	-3	-1	7	-26	0	5	-13
CN(C)N=Nc1ccc(S(=O)(=O)NC(Cc2ccccc2)C(=O)O)cc1 (stereo not given)	-6	-1	4	-5	6	7	-5
CSC1=NSC2=NC(=O)/C(=C\c3coc4ccccc4c3=O)C(=N)N12	-3	-7	7	-22	-3	19	-29
CC(Oc1ccc(Br)cc1)C(=O)Nc1nc(-c2ccccn2)cs1 (stereo not given)	-1	?	-1	17	21	29	20
C[C@@H]1CN([C@@H](C)CO)S(=O)(=O)c2ccc(C#C[C@@H](C)O)cc2O[C@H]1CN(C)C(=O)CC1CC1	-1	-3	0	-9	1	-3	·
COc1ccc(-n2c(=S)[nH]c(=O)c3cccnc32)cc1	-3	?	5	-5	6	-3	-4
C[C@@H]1CN([C@@H](C)CO)C(=O)c2cc(NC(=O)C3CCCCC3)ccc2O[C@@H](C)CCCCO[C@H]1CN(C)Cc1ccc(Cl)c(Cl)c1	-5	-3	-2	28	10	-6	·
C[C@@H]1CN([C@@H](C)CO)C(=O)c2cc(NS(=O)(=O)c3ccc(Cl)cc3)ccc2O[C@@H]1CN(C)S(=O)(=O)c1ccccc1	·	-12	·	8	-1	-3	-30
CCN(C(=O)CN1CCOCC1)C1(C)C(=O)c2ccccc2C1=O	-2	1	0	23	6	-5	-10
O=C(c1cccc(F)c1)N1CCCc2ccccc21	-5	1	-1	-10	12	4	2
Cc1ccc2nc(NC(=O)CN3C(=O)NC4(CCCC4)C3=O)sc2c1	0	-5	6	-24	-37	·	0
COc1ccc(CNC(=O)CN2C(=O)NC3(CCCc4sccc43)C2=O)cc1OC (stereo not given)	-3	13	-1	5	-3	·	-8
NS(=O)(=O)c1ccc(CCNC(c2ccccc2)c2ccccc2)cc1	-2	-4	-2	9	18	2	26
CCN(CC(=O)NCc1cccs1)C(=O)c1ccc(S(=O)(=O)Nc2ccccc2OC)cc1	-1	-4	6	2	-5	-1	10
Cc1ccc(S(=O)(=O)NCC[C@H]2CC[C@H](NC(=O)c3cccnc3)[C@H](CO)O2)cc1	-3	-2	6	-28	-3	2	-1
Cc1nc2ccccc2n(CC(=O)Nc2cc(Cl)cc(Cl)c2)c1=O	-2	2	-1	·	3	-17	6
CC(C)C[C@@H]1COc2cc(N3CCC[C@@H]3CO)ccc2S(=O)(=O)N1	-5	0	-1	-11	2	·	6
Cc1ccc2c(c1)C1(OCCCO1)C(=O)N2	6	6	2	4	10	-12	1
Cc1ccnc(NC(=O)C2CCN(S(=O)(=O)c3ccc(C)c(C)c3)CC2)c1	-1	-9	3	-16	-68	5	-91
O=c1c(OCc2ccccc2)cccn1Cc1ccccc1	1	-2	1	-57	-64	·	-106
CC(C)NC(=O)N1[C@@H](CO)[C@@H](c2ccccc2)C12CN(C(=O)Cc1ccccc1)C2	3	-7	-1	-29	0	·	-12
COc1ccc(SC[C@H](CC(C)C)N2CCN(CCc3ccccc3)CCC2=O)cc1	·	·	·	-24	-35	7	-15
O=C(NCc1ccccc1)c1ccc2c(c1)S(=O)(=O)c1cc(Cl)ccc1C2=O	·	-14	1	-7	-2	-2	-7
COc1ccc(S(=O)(=O)Nc2ccc3c(c2)C(=O)N([C@@H](C)CO)C[C@@H](C)[C@H](CN(C)C(=O)Nc2cccc4ccccc24)OCCCC[C@H](C)O3)cc1	·	-11	·	?	-5	3	16
O=C(N/N=C/C=C/c1ccccc1)c1ccccn1	2	8	3	-45	-89	27	-138
COc1ccc(CN(C)C[C@H]2OCCCC[C@@H](C)Oc3ccc(NC(=O)Nc4ccc(OC)cc4)cc3C(=O)N([C@H](C)CO)C[C@@H]2C)cc1	-1	0	0	·	-9	-3	-21
COc1cc(CNc2ncc(-c3ccc(Cl)cc3)n2C)cc(OC)c1OC	-7	4	1	10	11	5	29
C/C(=N\NC(=O)c1cccc2ccccc12)c1cccnc1	-2	-8	4	5	·	1	-14
O=C(Cn1cnc2ccccc2c1=O)NNC(=O)c1cccc([N+](=O)[O-])c1	-3	·	-3	16	0	1	-1
C[C@@H]1CN([C@@H](C)CO)C(=O)c2cc(C#C[C@@H](C)O)cnc2O[C@H]1CN(C)C(=O)Cc1ccccn1	-3	?	-1	-6	-4	-16	·
COc1ccc(OC)c(/C=N/n2c(COc3ccccc3)n[nH]c2=S)c1	-5	7	3	9	5	-4	8
CCOc1ccc(CCNC(=O)c2cccc(S(=O)(=O)N3CCN(C(C)=O)CC3)c2)cc1OCC	21*	-7	-1	-13	-7	3	-6
COc1ccc(NS(=O)(=O)c2cc(C(=O)Nc3ccccc3C(=O)O)ccc2C)cc1	1	19	0	21	0	-2	-2
CC(C)NC(=O)N(C)C[C@H]1Oc2ccc(NC(=O)Nc3cccc4ccccc34)cc2C(=O)N([C@H](C)CO)C[C@@H]1C	0	-1	1	-5	-3	-8	-1
COc1ccc(-c2c(C)oc3c(CN4CCOCC4)c(O)ccc3c2=O)cc1OC	-2	4	0	-2	3	22	9
C[C@@H]1CN([C@H](C)CO)S(=O)(=O)c2ccc(-c3cncnc3)cc2O[C@H]1CN(C)Cc1cccnc1	-4	6	-1	14	-26	-2	·
COc1ccc(Br)c(OC)c1C(=O)NC(=O)Nc1c(F)cccc1F	-5	-6	0	0	7	10	-3
O=S1(=O)[C@H]2C[C@@H]3C=C[C@@]2(CN1Cc1ccccc1F)O3	1	-3	-2	33	-2	-2	-1
CCOC(=O)C1C(O)=CC(=O)CC1c1ccccc1 (stereo not given)	·	16	-1	8	3	-8	1
CCOc1ccccc1NC(C)C(=O)Nc1cc(C(F)(F)F)ccc1N1CCOCC1 (stereo not given)	·	·	·	3	·	-8	21
O=C(Nc1cccc([N+](=O)[O-])c1)NC1CCS(=O)(=O)C1 (stereo not given)	-4	13	2	16	·	1	3

Following part
SMILES	SIRT5 block	DENV2 CPE rescue	CASP6 VEID inh	LGR2 antag	EWS-Fli inh	ARNT-TACC3 inh	PAX8 inh HTS
O=C(NCc1ccco1)/C(=C\c1ccco1)NC(=O)c1cccs1	-3	7	0	-7	-4	-13	-20
COC1CCCN(C(=O)c2cccc(OC3CCN(S(=O)(=O)N(C)C)CC3)c2)C1 (stereo not given)	-6	-3	4	0	·	-2	0
O=C(c1ccc(F)cc1)N1CC(=O)N2[C@@H](CO)[C@@H](c3ccc(C#Cc4ccc(F)cc4)cc3)[C@@H]2C1	-4	0	2	-7	-4	·	88*
COc1ccccc1Oc1c(C)oc2c(CN3CCOCC3)c(O)ccc2c1=O	-26	7	4	-2	-3	·	-8
C[C@@H]1ON(C)[C@H]2C[C@H]3c4cc(N5CCN(C)CC5)ccc4CCN3C(=O)[C@@H]12	3	2	-6	21	7	7	-9
O=C(Cc1ccccn1)N[C@@H]1CC[C@@H](CCn2cc(-c3ccc(F)cc3)nn2)O[C@@H]1CO	1	1	1	5	-2	·	·
Cc1cc2oc(=O)cc(CN3CCCCC3C)c2cc1C(C)C (stereo not given)	-5	-5	-1	12	36	6	28
CCCCCOC(=O)C1=C(C)NC(=O)NC1c1ccc(OC)cc1 (stereo not given)	-3	8	5	29	11	-14	15
O=C(Cc1ccccc1)Nc1cccnc1	2	3	0	-2	11	-2	4
CCC(Sc1nncn1C)C(=O)Nc1cc(C)on1 (stereo not given)	4	-7	3	29	6	-8	2
O=C(CC1C(=O)NCCN1Cc1cccc(F)c1)NC1CCC1 (stereo not given)	-2	11	3	1	·	·	-27
Cn1c(Cn2cnc([N+](=O)[O-])n2)nnc1SCC(=O)Nc1cccc(Cl)c1	·	·	·	-11	·	-5	14
CCCCNC(=O)CSc1nnc(-c2c[nH]c3ccccc23)n1CC1CCCO1 (stereo not given)	2	·	2	11	1	-5	·
CC(=O)N1CCc2nc3ccccc3cc21	1	12	0	10	12	·	-7
Cc1cccc(Oc2coc3cc(O)ccc3c2=O)c1	-8	-7	-2	-22	-3	-5	-30
CC(=O)N1[C@H](CNC(=O)C2CC2)[C@@H](c2ccc(-c3ccc(F)cc3)cc2)[C@@H]1CO	0	6	-3	-3	7	-9	-14
CCOC1=C2[C@H](c3ccc(CC)cc3)N(S(=O)(=O)c3ccc(C)cc3)C[C@H]2C(C#N)(C#N)C(C#N)(C#N)C1	-1	1	0	1	5	·	-7
Cn1cc(Cl)c(-c2n[nH]c(=S)n2-c2ccc(F)cc2)n1	6	7	-1	5	-8	0	-11
CCNC(=O)Nc1ccc2c(c1)C(=O)N(C)[C@H]1CC[C@@H](CC(=O)NCc3cccc(F)c3)O[C@H]1CO2	·	1	·	6	4	-27	-9
CCOCC(=O)NC1CCc2cc(OC)c(OC)c(OC)c2-c2ccc(SC)c(=O)cc21 (stereo not given)	·	-8	3	11	?	·	86*
